# 14-3-3 Bad inh – disrupts binding of bovine 14-3-3 zeta to phospho-Bad peptide. P63103. TR-FRET 14-3-3zeta/Dy647-pBad peptide displacement, 1 h. inhibition, % at 21.7 µM. 220,000 compounds, 0.71% hits. AID 781;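 active = inhibition above about 70%, limit read from the data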;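 note: 0% = full 14-3-3 plus peptide FRET controls and 100% = background without 14-3-3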
# Target sequence (P63103 whole entry, looked up): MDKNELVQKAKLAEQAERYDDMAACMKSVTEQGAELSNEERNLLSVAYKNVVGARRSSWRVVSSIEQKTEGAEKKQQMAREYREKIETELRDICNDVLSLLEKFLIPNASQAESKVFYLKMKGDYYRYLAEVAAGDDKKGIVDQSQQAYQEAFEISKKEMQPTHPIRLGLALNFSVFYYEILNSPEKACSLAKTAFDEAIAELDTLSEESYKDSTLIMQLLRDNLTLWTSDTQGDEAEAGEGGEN
# KLK5 inh – inhibitors of human kallikrein 5 | recombinant hK5, fluorogenic AMC substrate cleavage | inhibition, % at 5 µM | 210,000 compounds, 0.59% hits;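 active = inhibition of 40% or more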;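 note: 0% = enzyme controls without compound and 100% = no-enzyme blanks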
# Target sequence (Q9Y337 67-293 limits assumed): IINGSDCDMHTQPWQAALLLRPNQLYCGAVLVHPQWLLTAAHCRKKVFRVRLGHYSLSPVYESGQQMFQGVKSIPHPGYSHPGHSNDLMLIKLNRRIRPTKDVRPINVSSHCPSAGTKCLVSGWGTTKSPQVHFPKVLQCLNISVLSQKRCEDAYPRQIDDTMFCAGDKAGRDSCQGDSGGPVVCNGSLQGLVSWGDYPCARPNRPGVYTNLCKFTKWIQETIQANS
# Rad51 HR inh – Rad51 (human) homologous recombination inhibition; AID 1385; Q06609; inhibition, % at 10 µM; hRad51 DNA strand exchange, fluorescence dequenching; 200,000 compounds, 0.085% hits;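 active = inhibition above 40% at the single screening dose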;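 note: 0% = DMSO control wells and 100% = blanks with heterologous ssDNA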
#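 Material: hRad51 filaments on single-stranded DNA; Reagent: Donor/quencher-labelled 47-bp dsDNA substrate; Compound: 10 µM final, single point; Schedule: 37 °C 15-min filament assembly, 30-min compound preincubation, 15-min exchange; Technique: FRET fluorescence, excitation 485 nm, emission 520 nm; Benchmarks: control wells and blank wells on each plate.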
# p97 ATPase inh – blocks human p97 ATPase activity | inhibition, % at 8 µM | AID 1481 | P55072 | recombinant p97 ATPase, Kinase-Glo ATP luminescence, 3 h | 220,000 compounds, 0.42% hits; in the data active = inhibition above about 15%;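 note: 0% = DMSO vehicle and 100% = wells lacking enzyme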
# Wee1 degr inh – blocks degradation of human Wee1 kinase; HeLa Luc-Wee1K328M stability, luciferase luminescence; 100% = proteasome inhibitor MG132 effect; reporter increase, % at 5 µM; P30291; AID 1321; 220,000 compounds, 1.2% hits;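 active = activation above the mean of all tested compounds plus 3 SD, set per screening run, cut at about 8.8% in these data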;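 note: cells exposed to compound for 20 h before luminescence read; 0% = DMSO alone and 100% = MG132 at 30 µM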
# eIF4E-4G inh – inhibitors of eIF4E and eIF4G interaction in translation initiation; P63073+Q04637; TR-FRET eIF4E-eIF4GI(517-606) binding, 2 h; inhibition, % at 21.7 µM; 220,000 compounds, 0.37% hits;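 active = inhibition above about 30%, limit read from the data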;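 note: 0% = full FRET control wells and 100% = background wells lacking eIF4GI fragment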
# FXIIa inh – factor XIIa (human) inhibition; P00748; purified FXIIa, Boc-QGR-AMC fluorogenic substrate, 2 h; inhibition, % at 5 µM; 220,000 compounds, 0.3% hits; AID 800; in the data active = inhibition above about 40%;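 note: 0% = enzyme with no compound and 100% = blank without enzyme; many of its hits are not listed in these tables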
# Mdm2 ligase inh – inhibitors of human Mdm2 E3 ubiquitin ligase | Q00987 | cell-based MDM2 ubiquitination luciferase reporter, 2 h; 0 = plate control, 100 = twice control, blank-subtracted | signal enhancement, % at 5 µM | 210,000 compounds, 0.11% hits | AID 1230;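 active = signal enhancement of 30% or more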;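 note: luminescence tracks abundance of the self-degrading MDM2-luciferase fusion protein; higher signal means inhibition of MDM2 E3 ligase activity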
#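 Timing – 2 h compound exposure at 37 °C · Assay system – mammalian cells stably expressing self-ubiquitinating, self-degrading MDM2 E3–luciferase fusion · Amount – 2000 cells seeded into each well · Measure – % luminescence enhancement versus blank-corrected plate control mean · Measured by – SteadyLite luminescence, 15 min reagent step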
# FXIa inh 1536 – inhibitors of human coagulation factor XIa | 220,000 compounds, 0.14% hits | P03951 | purified FXIa, Boc-Glu-Ala-Arg-AMC fluorogenic substrate | inhibition, % at 5 µM;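 active = inhibition of at least 40%; inactive = inhibition below 40%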;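 note: fluorescence of freed AMC excited at 355 nm; 0% = enzyme without compound and 100% = no enzyme blank; many of its hits are not listed in these tables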
# Target sequence (P03951 19-387 limits assumed): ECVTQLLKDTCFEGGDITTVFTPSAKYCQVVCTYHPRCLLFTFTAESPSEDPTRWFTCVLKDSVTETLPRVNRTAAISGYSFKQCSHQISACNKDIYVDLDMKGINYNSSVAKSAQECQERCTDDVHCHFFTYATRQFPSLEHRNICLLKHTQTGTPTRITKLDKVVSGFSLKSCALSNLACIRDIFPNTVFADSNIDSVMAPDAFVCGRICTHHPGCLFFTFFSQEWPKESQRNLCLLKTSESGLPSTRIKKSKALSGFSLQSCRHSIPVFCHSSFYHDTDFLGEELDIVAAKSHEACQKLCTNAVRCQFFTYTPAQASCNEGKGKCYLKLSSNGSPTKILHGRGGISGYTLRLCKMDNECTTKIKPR
# Target sequence (P03951 388-625 limits assumed): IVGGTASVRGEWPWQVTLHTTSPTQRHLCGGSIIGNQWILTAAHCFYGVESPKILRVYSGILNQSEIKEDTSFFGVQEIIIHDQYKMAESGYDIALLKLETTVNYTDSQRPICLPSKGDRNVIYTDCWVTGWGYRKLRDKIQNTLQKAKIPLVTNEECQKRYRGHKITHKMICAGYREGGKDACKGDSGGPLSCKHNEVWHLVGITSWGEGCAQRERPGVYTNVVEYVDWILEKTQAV
# * = called active by the depositor; . = no result given; [ ] = dose if it differs, or a comment.
SMILES,14-3-3 Bad inh,KLK5 inh,Rad51 HR inh,p97 ATPase inh,Wee1 degr inh,eIF4E-4G inh,FXIIa inh,Mdm2 ligase inh,FXIa inh 1536
CCN(CC)S(=O)(=O)c1ccc(NC2c3ccccc3C(=O)N2c2ccc(C)cn2)cc1 (stereo not drawn),-1,-5,1,-1,0,-4,11,-5,4
CCSc1ccccc1C(=O)N1CCN(c2ccccc2F)CC1,-7,4,2,-5,-1,-4,-3,-15,0
O=C(Nc1nc(-c2ccccc2)c(-c2ccccc2)s1)c1ccc(S(=O)(=O)N2CCCCC2)cc1,-64,-15,-1,7,5,-9,3,-8,1
O=C(CSC(=S)N1CCOCC1)N1N=CCC1c1ccccc1 (stereo not drawn),-1,7,5,-2,5,2,11,-11,3
COc1ccc(NC(=O)c2oc3ccccc3c2NC(=O)C2CC2)cc1,-2,6,-2,2,-1,3,18,7,2
COc1ccc(-c2nc3ccc(C)cn3c2NCc2ccc3c(c2)OCO3)cc1,-12,-8,-13,-5,3,2,3,5,0
O=S(=O)(c1ccc(Oc2ccc(Cl)cc2)c(S(=O)(=O)N2CCCCC2)c1)N1CCCCC1,3,12,1,4,2,-11,8,0,-4
CCOc1cc(CNCC2CCCN2CC)cc(Cl)c1OC (stereo not drawn),0,0,4,12,-3,-2,12,-11,4
Cc1c(C(=O)c2ccc(Cl)c(Cl)c2)cnc2cc3c(cc12)OCO3,3[fluorescence artefact?],-7,-5,-2,0,-3[fluorescence artefact?],8,.,4
C[N+](C)(C)CCOP(=O)([O-])OC[C@H](O)CO,4,-7,-1,4,-3,-2,8,.,4
Cc1cccnc1NC(=O)Nc1ccc(F)cc1,1,0,4,3,2,2,-3,-2,4
CCCC(=O)Nc1sc(C(=O)Nc2cccc(N)c2)c(C)c1C(=O)OC,-9,6,9,3,-2,-1,8,-9,0
COc1ccc(Cl)cc1NC(=O)N1CCN(S(C)(=O)=O)CC1,-7,-19,5,3,0,2[fluorescence artefact?],11,-3,0
CCOc1ccc(OCCOCCn2ccnc2)cc1,.,-2,0,-2,0,.,6,-13,-4
COc1cccc(NC(=O)C(Cc2ccccc2)n2cccc2)c1 (stereo not drawn),-3,6,23,2,0,7,7,-10,2
CC1(C)C2CCC1(C)C(NC(=O)CCN1CCCCC1)C2 (stereo not drawn),19,2,5,-2,2,-14,16,4,5
N=C1SC(c2ccccc2)C(=O)N1c1ncc(Cc2ccccc2Cl)s1 (stereo not drawn),-7,-51,12,-1,-3,1,15,0,13
c1ccc2c(c1)nc1n2CC2CON(C3CCCCC3)C12 (stereo not drawn),-5,-3,1,.,.,-1,4,-10,0
CCc1cccc(NC(=O)Cn2cc3c(n2)CCCC3)c1,10[fluorescence artefact?],-4,10,-9,-1,2,11,-14,-2
O=C1CSC(=O)N1CCOCCN1C(=O)CSC1=O,5[fluorescence artefact?],-29,2,0,-3,1,-5,-8,-7
O=C(Nc1ccc2c(c1)OCCO2)c1ccccc1F,2,1,3,-6,4,7,29,-19,21
COC(=O)COc1ccc(/C=C2/NC(=O)N(CC(=O)OC)C2=O)cc1,-3,.,.,-1,0,-2,8,4,0
CCOC(=O)N/N=C1\CCc2ccccc21,3,-8,.,2,0,7,9,4,3
Cc1nc(SC(C(N)=O)c2ccccc2)c(C#N)c(C)c1C (stereo not drawn),7,0,.,3,0,2,8,-3,0
CC(=O)Sc1nc(-c2ccccc2)[nH]c1S(=O)(=O)c1ccc(C)cc1,-14,-3,24,4,0,0,9,-27,-1
CCOC(=O)CCc1c(C)nc(SCCN2CCCC2)c(C#N)c1C,0,-2,7,-4,-2,-2,6,-9,-5
CSCCC(NC(N)=O)C(=O)N(C)CC(=O)Nc1ccc(C)cc1 (stereo not drawn),3,3,.,-1,-1,-2[fluorescence artefact?],15,-15,3
CCOc1ccc(N2C(=O)CC(SCC(=O)O)C2=O)cc1 (stereo not drawn),-9,2,-4,4,-2,1,11,-8,2
Cc1ccccc1OCCn1cnc2cc([N+](=O)[O-])ccc2c1=O,-10,0,-4,-1,6,0,.,-1,-3
O=C(c1ccc(NC(=O)C2(c3ccccc3)CCOCC2)cc1)N1CCOCC1,-2,-5,3,-2,1,3,13,11,1
CCN(CC(=O)Nc1ccc(N2CCOCC2)cc1)Cc1nc2ccccc2c(=O)[nH]1,16,-8,1,1,-3,-6,16,39*,1
Cc1ccc(-c2nn(C(C)(C)C)c3ncnc(NS(=O)(=O)c4ccc([N+](=O)[O-])cc4)c23)cc1,-6,2,22,6,-3,5,3,-21,-2
NC(=O)c1ccc(N=Cc2ccc([N+](=O)[O-])s2)cc1,-12[fluorescence artefact?],3,.,8,5,0,11,3,7
O=C(CN1CCCC1)Nc1ccccc1Sc1ccc(Cl)cc1,-8,3,0,3,0,-3,7,1,3
COc1ccc(/C=N/N=C2/C(=O)Nc3ccccc32)cc1O,1,10,8,-4,1,6,28,-92,31
CCOC(=O)c1cnc2ccc(OCC)cc2c1N1CCN(c2ccccc2)CC1,-12,7,0,-14,2,-1,5,-8,5
CCN(CC)C(=O)c1ccccc1NS(C)(=O)=O,-7,-2,28,3,0,3,6,15,1
COc1ccc(C2CC(=O)C(C=NCCN3CCOCC3)=C(O)C2)cc1 (stereo not drawn),-1[fluorescence artefact?],-4,-1,-3,-2,-2,7,-7,-2
CCC(CC)C(=O)c1c[nH]c(C(=O)NCc2cccs2)c1,-20,-13,38,0,2,0,6,-2,-6
O=C1CCc2cc(S(=O)(=O)N3CCN(c4ccccc4F)CC3)ccc2N1,-4,-10,-2,0,3,-6,15,5,9

# Two successive compounds out of the list so far:
SMILES,14-3-3 Bad inh,KLK5 inh,Rad51 HR inh,p97 ATPase inh,Wee1 degr inh,eIF4E-4G inh,FXIIa inh,Mdm2 ligase inh,FXIa inh 1536
CCOC(=O)CCc1c(C)nc(SCCN2CCCC2)c(C#N)c1C,0,-2,7,-4,-2,-2,6,-9,-5
CSCCC(NC(N)=O)C(=O)N(C)CC(=O)Nc1ccc(C)cc1 (stereo not drawn),3,3,.,-1,-1,-2[fluorescence artefact?],15,-15,3

# (list continues)
SMILES,14-3-3 Bad inh,KLK5 inh,Rad51 HR inh,p97 ATPase inh,Wee1 degr inh,eIF4E-4G inh,FXIIa inh,Mdm2 ligase inh,FXIa inh 1536
O=C1c2oc3ccc(Cl)cc3c(=O)c2C(c2ccco2)N1CCN1CCOCC1 (stereo not drawn),2,13,.,6,-1,2,0,-20,-5
C=CCn1c(CCCNC(=O)CCC)nc2ccccc21,-1[fluorescence artefact?],0,-1,5,3,-1[fluorescence artefact?],9,.,1
COc1ccc(C(=O)Nc2ccc(Oc3ncnc4sc(-c5ccccc5)cc34)cc2)cc1OC,9[fluorescence artefact?],-8,2,4,-2,2,7,-1,1
Cc1csc(NC(=O)CSc2nnc(-c3ccoc3C)n2Cc2ccco2)n1,-5,5,4,4,1,-2,9,-2,3
Cc1cc(=O)[nH]c(-c2ccccc2O)n1,-7,-12,.,3,-1,-8,19,3,2
CCN1CCN(CC(=O)N2N=CCC2c2ccccc2)CC1 (stereo not drawn),2,1,-5,-2,-2,2,9,-13,0
CCCC(=O)Nc1c(-c2ccccc2)c(=O)c(C)nn1-c1ccccc1,-4,-3,21,14,3,-1,5,0,1
COc1ccc(CCNC(=O)C2CCCN(S(=O)(=O)c3cccc4nonc34)C2)cc1OC (stereo not drawn),0,-3,-6,-6,0,2,2,-11,-2
CCCC(c1nnnn1Cc1ccco1)N1CCN(C2CCCC2)CC1 (stereo not drawn),29[fluorescence artefact?],5,4,-4,-1,-1,14,2,7
CC(C)[C@H](NC(=O)OC(C)(C)C)C(=O)N/N=C/c1cccc2nccnc12,-8,36,0,0,-1,-1,8,-14,16
COc1cc(CN2CCNC(=O)C2CC(=O)N(C)Cc2cccnc2)cc(OC)c1 (stereo not drawn),-16,1,-7,4,-4,-2,10,-3,4
COc1ccccc1-c1cn[nH]c1-c1ccc(OCc2ccccc2F)cc1O,1,-10,7,4,-3,-4,2,-9,-6
C=CCN1C(=O)/C(=C\c2ccc(Cl)cc2)N=C1SCC(=O)NCCC,-11[fluorescence artefact?],-8,-2,0,-2,-13[fluorescence artefact?],15,-22,2
CCOC(=O)C1CCN(c2nc3ccccc3nc2C(C#N)C(=O)OC(C)COC)CC1 (stereo not drawn),-4,-3,.,2,0,4,18,-12,2
Cc1ccc(S(=O)(=O)N2CCOCC2)cc1NC(=O)Cn1ccsc1=N,-1[fluorescence artefact?],-9,.,-2,3,2,5,-3,-10
Cc1ccc2c(c1)[nH]c1c(=O)n(CCCN3CCOCC3)cnc12,-6,-7,21,1,0,-10,11,-20,5
CC(C)CNC(=O)c1ccccc1NC(=O)CN(c1ccccc1)S(=O)(=O)N(C)C,-3,.,.,-2,-2,0,8,-7,1
COc1ccc(/C=N/NC(=O)c2ccc(CSc3nc(C)cc(C)n3)cc2)c(OC)c1OC,5,-13,15,3,3,-2[fluorescence artefact?],16,-12,3
CN(C)c1ccc(CNn2cnnc2)cc1,8,-25,6,1,1,7[fluorescence artefact?],5,-9,2
CCN(CC)CCNC(=O)c1ccc(CS(=O)(=O)c2ccc(Br)cc2)o1,9,-6,-5,0,0,5,3,-17,-2

# By substructure: the entries above with an aryl thioether with sulfur outside any ring (six)
SMILES,14-3-3 Bad inh,KLK5 inh,Rad51 HR inh,p97 ATPase inh,Wee1 degr inh,eIF4E-4G inh,FXIIa inh,Mdm2 ligase inh,FXIa inh 1536
CCSc1ccccc1C(=O)N1CCN(c2ccccc2F)CC1,-7,4,2,-5,-1,-4,-3,-15,0
Cc1nc(SC(C(N)=O)c2ccccc2)c(C#N)c(C)c1C (stereo not drawn),7,0,.,3,0,2,8,-3,0
CCOC(=O)CCc1c(C)nc(SCCN2CCCC2)c(C#N)c1C,0,-2,7,-4,-2,-2,6,-9,-5
O=C(CN1CCCC1)Nc1ccccc1Sc1ccc(Cl)cc1,-8,3,0,3,0,-3,7,1,3
Cc1csc(NC(=O)CSc2nnc(-c3ccoc3C)n2Cc2ccco2)n1,-5,5,4,4,1,-2,9,-2,3
COc1ccc(/C=N/NC(=O)c2ccc(CSc3nc(C)cc(C)n3)cc2)c(OC)c1OC,5,-13,15,3,3,-2[fluorescence artefact?],16,-12,3

# Later entries
SMILES,14-3-3 Bad inh,KLK5 inh,Rad51 HR inh,p97 ATPase inh,Wee1 degr inh,eIF4E-4G inh,FXIIa inh,Mdm2 ligase inh,FXIa inh 1536
Cc1nnc(SCC(N)=O)n1CCc1ccccc1,-16,-2,-1,2,-2,-4,8,-5,-1
O=C(Cn1nc(C(=O)O)c2ccccc2c1=O)c1c[nH]c2ccccc12,-1,-2,1,12,-2,-4,3,-11,0
O=C(NCCCCO)C(F)(F)C(F)(F)C(F)(F)C(=O)NCCCCO,-4,3,4,6,-1,-7,15,-10,-1
CCN(C1CCS(=O)(=O)C1)S(=O)(=O)c1cccc([N+](=O)[O-])c1 (stereo not drawn),-4,4,2,4,3,-2,11,-2,-1
Cc1ccc([N+](=O)[O-])c(OCCN2CCC(Cc3ccccc3)CC2)c1,13,0,2,-3,-1,4,9,-8,-1
COc1ccc(S(=O)(=O)N(CCC(=O)O)Cc2ccccc2)cc1,-10,-3,1,2,-1,4,2,7,-4
Cc1nn(Cc2ccccc2)c(Cl)c1/C=N/NC(=O)CNc1cccc(C(F)(F)F)c1,-13,-2,.,4,-2,1,12,-3,5
CCCC(=O)NC(c1ccc(OCC)cc1)c1ccc(OC)c(OC)c1 (stereo not drawn),-5,1,.,4,3,-6,7,-3,3
